Rab7 wt GTP bind = modulators of GTP binding to Rab7, primary screen, biochemical, wildtype, multiplex bead flow cytometry; Rab7 GTPase wild type (dog), Bodipy-FL-GTP binding; GST-Rab7 beads, fluorescent GTP binding; actives lie on both sides; untreated = 100%, excess cold GTP = 0%; GTP binding activity (percent of control), % at 10 µM; 0.055% of 190,000 active;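 active = fluorescent GTP binding to Rab7 beads changed by at least 20 points from the 100% baseline, either direction, mostly lower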;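 also: median green fluorescence of bound Bodipy-FL-GTP per Rab7 bead population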
Mcl1 Bid PPI = Mcl-1/Bid binding inhibitors, primary screen, biochemical, TR-FRET, 1536-well; 0.97% of 220,000 active; AID 1021, 2008; TR-FRET Mcl-1/Bid-Dy647 peptide binding; inhibition, % at 21.7 µM;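 active = compounds that cut the binding signal by more than half at the single screening dose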;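 also: His-tagged Mcl-1 with europium anti-His antibody binding Bid BH3 peptide; 0% = Mcl-1 plus peptide wells and 100% = peptide-only wells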
Rac1 wt modul = wildtype Rac1 GTP binding modulators, primary screen, biochemical, GST-Rac1 beads, flow cytometry, multiplex | Ras-related C3 botulinum toxin substrate 1 (Homo sapiens), P63000 | fluorescent GTP binding; actives lie on both sides; 0 = cold GTP competed, 100 = untreated | GTP binding activity (% of control), % at 10 µM | 0.27% of 190,000 active;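 active = GTP binding activity at least 20 points away from the 100% control level, either lower or higher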
Mcl-1 Bim block = inhibitors of Bim peptide binding to Mcl-1, primary screen, biochemical, bead-based flow cytometry, multiplex. Induced myeloid leukemia cell differentiation protein Mcl-1 (Homo sapiens), Q07820. Bim peptide-Mcl-1 binding. inhibition, % at 10 µM. 0.1% of 190,000 active. AID 1009, 2008; in the data active = inhibition above about 40%;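 also: 0% = no compound tracer wells and 100% = peptide blocker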
Rab2 wt GTP = modulators of GTP binding to Rab2A wildtype, primary screen, biochemical, dog, bead-based flow cytometry, multiplex | GST-Rab2 wt beads, Bodipy-GTP binding | GTP binding activity, % at 10 µM | 0.19% of 190,000 active | AID 760, 2007;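 active = GTP binding activity at least 20 points away from 100%, either lowered or raised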;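 also: 0% = beads with excess unlabeled GTP and 100% = no-compound control corrected for plate trend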
Mcl1-Noxa inh = Mcl-1/Noxa binding inhibitors, primary screen, biochemical, TR-FRET, 1536-well; Induced myeloid leukemia cell differentiation protein Mcl-1 (Homo sapiens), Q07820; TR-FRET Mcl-1/Noxa peptide binding, 2 h; inhibition, % at 21.7 µM; 1.5% of 220,000 active; AID 1022, 2008;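 active = compounds that cut the protein-peptide binding signal by more than 50% relative to plate controls in a single-dose test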;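 also: His-tagged Mcl-1 with rhodamine Noxa BH3 peptide and terbium anti-His antibody; 0% = Mcl-1 plus Noxa peptide wells and 100% = peptide-only wells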
Pf gamet viab = late stage P. falciparum gametocyte viability inhibitors, primary screen, ATP luminescence, HTS; P. falciparum stage V gametocytes, 24 h; 0.065% of 150,000 active; inhibition, % at 10.9 µM;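 active = inhibition above the mean plus 3 SD of compounds within the control limits, set per campaign, cut at about 38% in these data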;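 also: 0% = DMSO wells and 100% = medium only without gametocytes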
Cdc42 wt GTP = modulators of GTP binding to wildtype Cdc42, primary screen, biochemical, multiplex bead flow cytometry, Bodipy-GTP | Cell division control protein 42 homolog (Homo sapiens), P60953 | GST-Cdc42 beads; actives lie on both sides | percent activity (GTP binding), % at 10 µM | 0.2% of 190,000 active | AID 761, 2007;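 active = percent activity GTP binding at least 20 points away from the 100% baseline, either down as inhibitor or up as activator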;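 also: median bead fluorescence of bound Bodipy-FL-GTP at 100 nM; 0% = excess unlabeled GTP control and 100% = no compound control; below 100% means less GTP binding so inhibitor and above means activator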
Target sequence (P60953 whole entry, looked up): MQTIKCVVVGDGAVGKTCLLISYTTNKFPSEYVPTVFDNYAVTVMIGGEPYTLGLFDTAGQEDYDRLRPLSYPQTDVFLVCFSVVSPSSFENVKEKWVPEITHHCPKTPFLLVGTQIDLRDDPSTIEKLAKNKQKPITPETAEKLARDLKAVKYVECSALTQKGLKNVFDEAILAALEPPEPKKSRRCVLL
HRas wt GTP = modulators of GTP binding to HRas wildtype, primary screen, biochemical, bead-based flow cytometry, multiplex. GST-Ras wt beads, Bodipy-FL-GTP binding; actives lie on both sides. 0.14% of 190,000 active. GTP binding activity, % at 10 µM;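 active = GTP binding activity at least 20% away from the 100% baseline, either lowered as inhibitor or raised as activator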;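 also: 0% = unlabeled GTP competition control and 100% = no-compound control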
Target sequence (P01112 whole entry, looked up): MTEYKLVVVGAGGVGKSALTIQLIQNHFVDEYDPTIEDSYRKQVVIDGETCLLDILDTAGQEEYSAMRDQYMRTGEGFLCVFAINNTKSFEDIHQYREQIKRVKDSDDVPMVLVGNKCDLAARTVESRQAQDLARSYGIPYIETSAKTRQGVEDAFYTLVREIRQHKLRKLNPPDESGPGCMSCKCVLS
Rac1 act GTP bind = GTP binding modulators of activated mutant Rac1, primary screen, biochemical, bead-based flow cytometry, multiplex, fluorescent GTP. GST-Rac1 activated beads; actives lie on both sides; 100% means binding = to untreated wells. percent activity (GTP binding), % at 10 µM. AID 764, 2007. 0.11% of 190,000 active;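 active = GTP binding at least 20 percentage points away from the 100% baseline, in either direction, so actives lie on both sides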
RGS8-Gao = RGS8-Galphao binding modulators, primary screen, biochemical, multiplexed bead flow cytometry; Guanine nucleotide-binding protein G(o) subunit alpha (Homo sapiens), P09471; 0.34% of 220,000 active; response (percent of control binding), % at 10 µM; actives lie on both sides; in the data active = response below about 60% or above about 140%; inactive = in between;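 also: Galphao activated as the GDP aluminium fluoride complex binding bead-coupled RGS8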
Target sequence (P09471 whole entry, looked up): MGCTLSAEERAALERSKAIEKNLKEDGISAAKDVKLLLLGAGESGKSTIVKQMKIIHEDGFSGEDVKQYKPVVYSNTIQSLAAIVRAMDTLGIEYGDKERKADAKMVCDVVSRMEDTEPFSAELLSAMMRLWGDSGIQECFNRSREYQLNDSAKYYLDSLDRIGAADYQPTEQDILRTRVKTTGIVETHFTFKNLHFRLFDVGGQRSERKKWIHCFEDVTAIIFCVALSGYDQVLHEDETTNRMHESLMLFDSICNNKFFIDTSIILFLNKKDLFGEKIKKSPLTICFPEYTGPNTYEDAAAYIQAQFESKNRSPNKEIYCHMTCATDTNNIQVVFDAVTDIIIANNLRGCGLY
Numbers without * were called inactive; · = no result given.

SMILES	Rab7 wt GTP bind	Mcl1 Bid PPI	Rac1 wt modul	Mcl-1 Bim block	Rab2 wt GTP	Mcl1-Noxa inh	Pf gamet viab	Cdc42 wt GTP	HRas wt GTP	Rac1 act GTP bind	RGS8-Gao
CC(=O)c1c(N=CN(C)C)nc(C)nc1-c1ccccc1	94	89*	93	0	94	11	·	94	96	92	100
O=C(NCc1ccccc1)c1ccc(Br)o1	97	5	107	-2	100	-7	17	102	99	101	104
CN1C(=O)/C(=C/C=C2/CCCN2C)N(C)C1=S	100	-25	96	1	97	34	2	95	95	94	101
COc1cc(COc2ccc3c(C)c(Cc4ccccc4)c(=O)oc3c2C)cc(OC)c1OC	98	-21	99	-4	97	3	·	95	96	95	104
Cc1ccc2cc3cc(C(=O)N4CCCCCC4)oc3nc2c1	99	4	98	0	97	0	·	99	99	97	96
COc1ccc(S(=O)(=O)N(CC(=O)N/N=C/c2cccs2)c2cc(C)cc(C)c2)cc1OC	98	-38	104	0	98	2	-37	98	100	99	100
COc1cc(/C=N/NC(=O)c2c(C)nnn2-c2nonc2N)ccc1O	101	-17	96	0	99	18	10	99	99	96	102
Cc1sc2nc3n(c(=O)c2c1C)NC(=O)CC3	97	-13	98	10	96	8	4	97	95	97	90
O=C(O)c1ccc2c(c1)C(=O)N(c1ncccn1)C2=O	98	18	102	0	97	22	10	99	98	97	97
Cc1ccc(C(=O)N/N=C2\CCc3ccccc32)c(C)c1	102	-4	102	-2	99	9	4	97	101	100	97
Cc1ccc(C)c(N2CCN(C(=O)c3cc(S(=O)(=O)N4CCOCC4)ccc3F)CC2)c1	96	-6	103	-6	99	-9	0	102	99	99	104
Cc1nc2cc(NC(=O)N3CCCCC3)ccc2n1C	100	-10	111	0	102	-8	·	104	104	99	104
Nc1nc2n(n1)C(c1ccc(F)cc1)CC(c1ccc(F)cc1)N2 (stereo not given)	100	-29	99	0	100	27	·	99	99	99	88
O=C(Oc1ccccc1N1C(=O)CCC1=O)c1ccco1	98	-6	100	0	100	0	·	101	101	96	103
O=C(O)CCCNc1cc(N2CCC3(CC2)OCCO3)c2noc3c2c1C(=O)c1ccccc1-3	94	-16	95	24	90	89*	·	91	92	93	80
Cc1cc(C)c(NC(=O)NC(=O)c2ccc(F)cc2)c(C)n1	103	-2	111	0	103	-10	·	106	103	102	103
CCC(C)(C)n1nnnc1CN(Cc1cc2cc(OC)ccc2[nH]c1=O)C1CCCC1	103	-26	112	-1	105	4	·	110	105	103	101
Clc1ccc(OCCN2CCOCC2)cc1Cl	96	26	103	0	98	23	·	103	100	99	101
CCOC(=O)c1cn(-c2nc(-c3ccc(Cl)cc3)cs2)c2c(F)c(N3CC(C)OC(C)C3)c(F)cc2c1=O (stereo not given)	98	-22	102	1	101	-7	·	101	101	99	103
CN(/N=C/c1ccncc1)c1cnn(-c2ccc(F)c(Cl)c2)c(=O)c1Cl	100	-17	102	-2	97	24	12	101	103	97	103
Cc1cc(CNC(=O)C(C)n2nc(C)c([N+](=O)[O-])c2C)c2ccccc2n1 (stereo not given)	98	-10	97	-2	96	14	·	96	95	98	100
Cc1cc([N+](=O)[O-])ccc1NC(=O)C1CCCO1 (stereo not given)	99	-17	102	-4	100	1	13	100	100	100	98
Cc1cc(C)nc(Nc2n[nH]c(COc3cccc4ccccc34)n2)n1	102	-15	103	2	102	7	-5	102	101	99	99
CNC(=O)NC(=O)CSc1nc2cc(C(=O)OC)ccc2c(=O)n1-c1ccccc1	95	-7	95	-4	94	-2	·	94	93	94	109
CSc1nc2ccc3nc(NC(=O)c4ccccc4)sc3c2s1	96	55*	98	0	98	29	·	98	96	96	105
CCOc1ccc2[nH]c(=O)c(CN(CCO)C(=O)c3ccccc3F)cc2c1	99	6	97	-7	97	12	·	99	98	96	101
CC(Sc1ccc(Cl)cc1)C(=O)NCc1ccc2c(c1)OCO2 (stereo not given)	99	-5	94	0	93	0	·	95	95	93	98
CCOC(=O)C1=C(C)N(CC)C(=S)NC1c1ccccc1OC(F)F (stereo not given)	102	-12	95	-4	97	4	·	96	95	92	106
CCCOC(=O)c1ccc(NC(=O)C2C3CCC(C3)C2C(=O)O)cc1 (stereo not given)	103	1	101	-5	101	-18	-8	100	102	99	108
CSc1nc2ccc3nc(NC(=O)c4ccc(Cl)s4)sc3c2s1	96	66*	101	1	100	52*	·	100	97	97	97

Molecules from the list above that contain an NH in an aromatic ring:
SMILES	Rab7 wt GTP bind	Mcl1 Bid PPI	Rac1 wt modul	Mcl-1 Bim block	Rab2 wt GTP	Mcl1-Noxa inh	Pf gamet viab	Cdc42 wt GTP	HRas wt GTP	Rac1 act GTP bind	RGS8-Gao
CCC(C)(C)n1nnnc1CN(Cc1cc2cc(OC)ccc2[nH]c1=O)C1CCCC1	103	-26	112	-1	105	4	·	110	105	103	101
Cc1cc(C)nc(Nc2n[nH]c(COc3cccc4ccccc34)n2)n1	102	-15	103	2	102	7	-5	102	101	99	99
CCOc1ccc2[nH]c(=O)c(CN(CCO)C(=O)c3ccccc3F)cc2c1	99	6	97	-7	97	12	·	99	98	96	101

The main list resumes, repeating the 7 entries before the break.
SMILES	Rab7 wt GTP bind	Mcl1 Bid PPI	Rac1 wt modul	Mcl-1 Bim block	Rab2 wt GTP	Mcl1-Noxa inh	Pf gamet viab	Cdc42 wt GTP	HRas wt GTP	Rac1 act GTP bind	RGS8-Gao
CNC(=O)NC(=O)CSc1nc2cc(C(=O)OC)ccc2c(=O)n1-c1ccccc1	95	-7	95	-4	94	-2	·	94	93	94	109
CSc1nc2ccc3nc(NC(=O)c4ccccc4)sc3c2s1	96	55*	98	0	98	29	·	98	96	96	105
CCOc1ccc2[nH]c(=O)c(CN(CCO)C(=O)c3ccccc3F)cc2c1	99	6	97	-7	97	12	·	99	98	96	101
CC(Sc1ccc(Cl)cc1)C(=O)NCc1ccc2c(c1)OCO2 (stereo not given)	99	-5	94	0	93	0	·	95	95	93	98
CCOC(=O)C1=C(C)N(CC)C(=S)NC1c1ccccc1OC(F)F (stereo not given)	102	-12	95	-4	97	4	·	96	95	92	106
CCCOC(=O)c1ccc(NC(=O)C2C3CCC(C3)C2C(=O)O)cc1 (stereo not given)	103	1	101	-5	101	-18	-8	100	102	99	108
CSc1nc2ccc3nc(NC(=O)c4ccc(Cl)s4)sc3c2s1	96	66*	101	1	100	52*	·	100	97	97	97
O=C(CSc1ncccn1)Nc1ncc(C(F)(F)F)cc1Cl	103	-21	99	-1	99	12	-16	98	99	96	96
Cn1c(CNC(=O)c2cccs2)nnc1SCC(=O)Nc1ccc(Cl)cc1	98	10	106	·	98	11	1	101	101	99	98
O=C(Nc1ccc(O)cc1)/C(=C\c1ccncc1)NC(=O)c1ccccc1	104	-27	100	-3	99	11	-3	99	98	98	104
COc1ccc(C(=O)Nc2ccccc2C(=O)NC(C)C)cc1OC	101	13	107	1	101	10	·	103	101	101	103
CC1(C)CC(CC(=O)NC(=S)Nc2ccc([N+](=O)[O-])cc2)C(=O)O1 (stereo not given)	102	-26	102	-1	103	12	·	105	105	100	103
CCOc1ccc(N=C2Sc3nc4ccc(C)cc4cc3CN2CCOC)cc1	93	-2	97	-1	96	18	1	92	96	95	104
O=C(CSCc1ccc(Cl)cc1)NN=C1CCCC1	99	2	105	0	99	-14	0	103	102	101	101
CC1(C)CC(=O)C(C=NCCC2=CCCCC2)=C(O)C1	103	0	105	-4	102	3	·	103	101	100	101
O=C(O)CCC(=O)Nc1ccc(S(=O)(=O)N2CCCC2)cc1	102	5	103	-2	101	4	·	102	102	100	103
CCOc1ccc(CNCc2ccc(C(=O)O)cc2)cc1OC	102	-32	99	0	96	4	-14	99	97	96	104
CN(C(=O)COC(=O)c1ccccc1NC(=O)c1ccco1)C1CCS(=O)(=O)C1 (stereo not given)	94	-13	96	0	95	8	·	93	95	92	103
COC(=O)C1=C(C)N(CCc2c[nH]c3ccc(OC)cc23)C(=O)C1	99	-23	99	-1	97	12	2	94	97	94	100
O=C(CSc1ncn(-c2ccccc2)n1)Nc1ccc2c(c1)OCCO2	96	0	93	-5	91	1	-23	93	92	92	98
O=C1CCC([N+](=O)[O-])C(c2cccc(Br)c2)N1 (stereo not given)	98	-27	103	-6	100	-14	13	98	99	98	105
NC(=O)C1(N2CCCCC2)CCN(C(=S)Nc2cccc(Cl)c2)CC1	101	-57	104	0	98	3	-10	99	98	96	102
CCCCC(c1nnnn1C1CCCC1)N1CCN(C2CCCC2)CC1 (stereo not given)	93	-3	96	0	102	11	-1	99	101	98	96
CC(Sc1nc(N)cc(=O)[nH]1)C(=O)Nc1cccc(Cl)c1 (stereo not given)	101	-23	103	-4	99	8	6	101	102	101	102
CCn1nnc(NC(=O)c2cccnc2)n1	101	-10	96	0	101	12	·	95	98	96	98
O=C(NCCc1ccc(S(=O)(=O)N2CCCC2)cc1)c1cccs1	100	-11	105	0	101	5	·	102	101	97	103
COC(=O)c1ccc(NC(=O)CSCc2ccccc2C)cc1	101	29	96	-1	98	9	·	97	99	97	100
COC(=O)c1ccc(OCC(O)CN(CC(C)C)CC(C)C)cc1 (stereo not given)	97	-31	97	-3	97	7	-3	98	98	97	132

Bioassay records (PubChem BioAssay)
